NTR1 ag – agonists of NTR1, primary screen, imaging, U2OS cells, beta-arrestin-GFP, high content (AID 493036). NTR1-U2OS beta-arrestin-GFP spot imaging, agonist mode. 330,000 compounds, 0.17% hits. activation, % at 20 µM. Neurotensin receptor type 1 (Homo sapiens), P30989;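 active = activation at or above 40% of the spot to cytoplasm intensity ratio, with at least 20 cells analyzed; inconclusive = wells under 20 cells, flagged as cytotoxic or low count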;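 note: 0% = DMSO without peptide and 100% = 100 nM NTR1 peptide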
Target sequence (P30989 whole entry, looked up): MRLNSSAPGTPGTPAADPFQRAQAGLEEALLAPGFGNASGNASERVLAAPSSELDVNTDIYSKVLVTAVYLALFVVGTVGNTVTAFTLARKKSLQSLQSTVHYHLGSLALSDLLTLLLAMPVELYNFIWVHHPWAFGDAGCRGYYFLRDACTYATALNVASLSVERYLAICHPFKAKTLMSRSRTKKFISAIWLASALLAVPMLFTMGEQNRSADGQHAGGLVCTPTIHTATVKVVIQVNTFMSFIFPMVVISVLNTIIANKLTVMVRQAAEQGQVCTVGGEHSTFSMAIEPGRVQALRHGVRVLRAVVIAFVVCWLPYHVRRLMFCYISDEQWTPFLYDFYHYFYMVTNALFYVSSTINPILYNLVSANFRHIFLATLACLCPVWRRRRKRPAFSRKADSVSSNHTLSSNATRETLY
GPR55 LPI antagonism – GPR55 antagonists blocking LPI-driven arrestin recruitment, primary screen, imaging, U2OS, beta-arrestin-GFP, LPI agonist (AID 2013); U2OS GPR55 beta-arrestin-GFP translocation imaging, LPI antagonism; higher % means a stronger effect; 290,000 compounds, 0.13% hits; G-protein coupled receptor 55 (Homo sapiens); one-dose inhibition, % at 10 µM; IC50 in µM for titrated hits;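 active = spots per cell inhibited over 60%, with over 100 cells counted and total cytoplasm intensity under 500,000; inconclusive = wells with under 100 cells, flagged as likely toxic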;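 note: U2OS cells stably carrying GPR55 and arrestin-GFP stimulated by 5 µM LPI near EC80; imaged beta-arrestin-GFP aggregate spots per cell after agonist stimulation; plate controls were LPI-stimulated DMSO wells for no effect and DMSO wells without LPI for full effect; some results filed as inactive read as strong as hits; confirmed hits need IC50 under 10 µM and bright autofluorescent wells are also inconclusive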
GPR35 antagonists – GPR35 antagonists blocking zaprinast-driven arrestin recruitment, primary screen, imaging, U2OS, beta-arrestin-GFP, zaprinast agonist (AID 2058); U2OS GPR35 beta-arrestin-GFP translocation imaging, zaprinast antagonism; higher % means a stronger effect; 290,000 compounds, 0.052% hits; G-protein coupled receptor 35 (Homo sapiens); inhibition, % at 10 µM, or IC50 in µM where a hit was titrated;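 active = inhibition of at least 50% with at least 30 cells and total cytoplasm GFP at most 10,000,000; inconclusive = under 30 cells or total GFP of 10,000,000 plus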
T cell modulator – modulators of CD8 T cell-vesicle binding, primary screen, mouse 2C CD8+ T cells, flow cytometry | 330,000 compounds, 0.068% hits | calls only at 7 µM | 2C CD8+ T cell-vesicle binding; hits give low values;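 active = response, share of CD8 T cells binding vesicles, and their 90th percentile fluorescence all below set limits, cut at about 80% in these data, passing the limit was not always enough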
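material = purified 2C TCR transgenic mouse naive CD8+ T cells | controls = Unloaded micro-vesicles (low), QL9 vesicles with 0.7% DMSO (high) | detection = cytometric PE anti-B7-1 and Alexa647 anti-CD8 signals after 1% paraformaldehyde fixation | incubation = binding step 1.5 h, 37 °C, antibody labelling 20 min, ice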
Lipid droplet – inhibitors of hepatocyte lipid droplet formation, primary screen, imaging, high-throughput imaging, BODIPY stain | inhibition, % at 6.5 µM | AML12 mouse hepatocytes, oleate lipid droplets | AID 1656, 2009 | 240,000 compounds, 0.4% hits;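 active = lipid droplet intensity inhibited by at least 50%, with more than 500 cells counted; inconclusive = wells with under 300 cells, treated as cytotoxic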
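Technique: fluorescence imaging, 20x objective, two fields per well / Assay system: AML12 hepatocytes (mouse) / Measure: % inhibition of lipid droplet signal / Doses: 6.5 µM single-point dosing / Incubation: overnight exposure / Reagent: 100 µM oleic acid challenge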
LYP inhibition – inhibitors of LYP phosphatase, biochemical, fluorescence intensity, uHTS (AID 1779) | Tyrosine-protein phosphatase non-receptor type 22 (Homo sapiens) | 290,000 compounds, 0.054% hits | inhibition, % at 11.5 µM; hits with a dose series show IC50 in µM | recombinant LYP phosphatase, fluorescence intensity; higher % means a stronger effect; in the data active = inhibition above about 50%;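 note: plate controls were vehicle with enzyme for no effect and no enzyme for full effect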
Large T inhibition – SV40 large T antigen inhibitors, biochemical (AID 1903) | 310,000 compounds, 0.39% hits | inhibition, % at 20 µM, or IC50 in µM where a hit was titrated | SV40 large T antigen ATPase/helicase inhibition assay; higher % means a stronger effect; in the data active = a potency from the dose series; inconclusive = inhibition mostly from about 32% at the one dose, without a potency; inactive = the rest, 99 in 100 with inhibition below about 32%; note: strong numbers were not always called active
GPR55 beta-arrestin – GPR55 agonists via beta-arrestin recruitment, primary screen, imaging, U2OS cells, beta-arrestin-GFP redistribution (AID 1961). U2OS GPR55 beta-arrestin-GFP redistribution imaging; higher % means a stronger effect. activation, % at 10 µM, or EC50 in µM where a hit was titrated. 290,000 compounds, 0.048% hits;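 active = activation above 40% with more than 50 cells counted in the well; inconclusive = wells holding fewer than 50 cells, flagged as toxic or sparse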;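 note: U2OS osteosarcoma cells stably expressing GPR55 and beta-arrestin-GFP; plate controls were DMSO negative control for no effect and LPI positive control for full effect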
MgcRacGAP inhibition – MgcRacGAP GTPase-activating activity inhibitors, confirmation, biochemical, ADP Hunter fluorescence. 340,000 compounds, 0.6% hits. one-dose inhibition, % at 30 µM; IC50 in µM for titrated hits. MgcRacGAP-stimulated Rac1 GTP hydrolysis, ADP Hunter fluorescence; higher % means a stronger effect; GST-tagged Rac1 F28L mutant substrate. Rac GTPase-activating protein 1 (Homo sapiens);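 active = first-screen hits whose inhibition reached a set limit at any dose in the follow-up dose series; inconclusive = inhibition above the set first-screen limit but never retested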;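 note: fluorescence reports GDP produced by GAP-driven GTP hydrolysis; strong numbers were not always called active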
Lipid droplet cells 6.5 µM – recorded beside Lipid droplet, whose call it bears; cell count; measured here: cell count, cytotoxicity flag;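 cells counted across two imaged fields per well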
T cell modulator vesicle-bound % – also measured in T cell modulator; calls as there; double positive events, %; measured here: CD8+ vesicle-bound cell fraction;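 binding gate set so that unloaded-vesicle control wells show 10% double positive cells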
NTR1 ag cell count 20 µM – further read-out of NTR1 ag, marked with its call; cell count; measured here: cell count, cytotoxicity flag
The depositor's hits bear a star; i = inactive; ? = inconclusive; / = no result given; & = joins results of further samples.

SMILES	NTR1 ag	NTR1 ag cell count 20 µM	GPR55 LPI antagonism	GPR35 antagonists	T cell modulator	T cell modulator vesicle-bound %	Lipid droplet	Lipid droplet cells 6.5 µM	LYP inhibition	Large T inhibition	GPR55 beta-arrestin	MgcRacGAP inhibition
COCCN1C(=O)N(c2cccc(C)c2)C(=O)C1CC(=O)Nc1cc(OC)cc(OC)c1 (centres undefined)	0.3	59	6.2%	1.8%	i	64.5	4.3	853	-5.7%	8.8%	-0.2%	12.8%
COCCNC(=O)COC(=O)c1ccc(S(=O)(=O)N2CCOCC2)cc1	1.5	53	1.8%	-15.2%	i	21.7	0.0	638	-2.9%	3.6%	-0.1%	/
Cc1ccc2oc(-c3cc(NC(=O)c4ncn[nH]4)ccc3O)nc2c1	-0.6	27	2.9%	6.6%	i	34.9	-6.2	722	-5.8%	4.9%	-0.6%	6.8%
CCc1ccc(C(=O)COC(=O)c2cnc(C)cn2)cc1	-0.9	60	-16.3%	-8.1%	i	10.9	2.9	676	-9.3%	4.5%	0.3%	7.5%
Cc1cc(C)nc(-n2ncc3c2CC(c2ccc(F)cc2)CC3=O)n1 (centres undefined)	4.6	55	1.3%	0.2%	i	37.6	-6.5	721	-6.8%	5.4%	-0.4%	1.1%
Cc1ccccc1OCCC(=O)Nc1ccccc1C(=O)NC1CC1	-0.2	94	/	/	i	29.5	/	/	/	0.7%	/	1.6%
Cc1ccccc1OC1CCN(C(=O)C2CCC(=O)N(C3CCCC3)C2)CC1 (centres undefined)	-1.5	66	-1.3%	27.0%	i	40.0	-3.7	619	-6.1%	-0.7%	2.0%	-0.8%
CSc1ncccc1C(=O)Nc1ccc(OC(F)(F)F)cc1	0.2	48	3.4%	5.2%	i	58.0	-14.1	718	2.2%	16.2%	-0.2%	4.2%
Cc1ccc(C(=O)NC2=NCCS2)cc1	3.7	56	9.4%	-7.6%	i	41.2	-9.6	693	-3.8%	9.8%	0.0%	/
CC1(C)CC(=O)C(C=NCCN2CCN(CCc3ccccc3)CC2)=C(O)C1	1.0	72	7.1%	-5.9%	i	15.9	-0.5	723	0.2%	-2.4%	3.7%	10.3%
CCCN(C(=O)COC(=O)C12CCC(=O)N1c1ccccc1S2)c1c(N)n(Cc2ccccc2)c(=O)[nH]c1=O (centres undefined)	0.1	42	-2.0%	-18.5%	i	67.9	9.0	801	-2.3%	2.6%	-0.1%	6.4%
COc1ccccc1N1CCN(C(=O)c2ccc3c(c2)NC(=O)C(CSCc2ccccc2C)N3)CC1 (centres undefined)	0.6	57	4.1%	1.5%	i	23.1	-1.6	681	-7.2%	33.7%	-0.1%	/
NC(=O)CSc1ccc(F)cc1	1.0	43	16.6%	-1.0%	i	13.5	-1.0	688	-4.4%	-2.8%	0.2%	2.5%
COc1ccc(-c2cc(C(=O)Nc3ccc(C(N)=O)cc3)c3ccccc3n2)cc1	5.5	66	?	3.3%	i	45.9	2.4	752	-10.7%	4.1%	-0.2%	6.9%
CN1CCN(C(=O)/C=C/c2c(F)cccc2Cl)CC1	0.0	70	-0.2%	-0.3%	i	13.0	3.5	867	-7.2%	6.5%	0.6%	8.1%
CCCNC(=O)c1cn(CC)c2cc(N3CCN(C)CC3)c(F)cc2c1=O	-0.1	48	11.7%	4.3%	i	31.6	-7.0	810	-0.1%	3.0%	0.3%	-6.6%
Cc1cc(C)n2nc(C(=O)OCC(=O)Nc3ccc(F)cc3F)nc2n1	-1.0	59	/	/	i	36.0	/	/	/	-1.9%	/	5.8%
COC(=O)c1ccccc1NC(=O)c1ccc2c(c1)OCCO2	1.3	57	14.3%	7.0%	i	9.6	-2.4	747	-6.0%	1.7%	0.2%	6.6%
COc1ccc(CNS(=O)(=O)c2ccc3c(c2)N(C(C)=O)CCO3)cc1	-0.6	64	8.0%	0.3%	i	4.6	-12.6	736	-1.5%	10.8%	-0.1%	-5.7%
COc1ccc(Cl)cc1NC(=O)Nc1cn(C)nc1C	-0.4	46	0.2%	17.4%	i	18.1	7.0	770	-1.3%	6.6%	-0.2%	6.1%
C/C(=N\NC(=O)C(O)c1ccccc1)c1ccc(Cl)cc1 (centres undefined)	0.5	41	-9.2%	2.4%	i	57.3	-2.2	859	-4.3%	1.4%	-0.1%	9.8%
CCOC(=O)c1cnn(-c2ncnc3c2cnn3C)c1N	0.4	48	1.6%	-1.1%	i	44.4	-12.3	688	-0.4%	13.3%	-0.2%	6.9%
CC(=O)Nc1ccc(S(=O)(=O)NCC2CCC(C(=O)NCCCN(C)Cc3ccccc3)CC2)cc1 (centres undefined)	-0.7	63	-5.5%	15.2%	i	9.6	11.6	654	-4.9%	-9.2%	0.2%	16.6%
Cc1ccc(S(=O)(=O)Nc2nc3ccccc3nc2NCc2ccco2)cc1C	-0.6	46	28.1%	-8.2%	i	52.3	/	/	-8.0%	3.0%	-0.1%	8.9%
COc1cc(NC(=S)NCCCO)c(OC)cc1Cl	-0.5	87	6.0%	20.0%	i	51.1	23.2	697	-1.5%	5.9%	-0.1%	12.1%
CCCOc1ccc(C(=O)N2CCN(c3ccc(N)cc3Cl)CC2)cc1	1.6	57	8.0%	11.9%	i	13.0	-6.8	741	-1.8%	20.1%	0.0%	26.4%
CC(=O)c1cccc(N2C(=NC(=O)CCc3ccccc3)SC3CS(=O)(=O)CC32)c1 (centres undefined)	0.7	54	-1.7%	18.5%	i	7.8	-12.2	767	-12.1%	4.4%	-0.1%	7.8%
CCOc1ccc(S(=O)(=O)N(CC(=O)N2CCc3ccccc32)Cc2ccco2)cc1	0.1	49	-6.5%	-0.2%	i	41.4	/	/	-1.4%	2.5%	0.0%	6.5%
Cc1ccc(S(=O)(=O)N2CCC(=O)N(CCOCc3ccc(F)cc3)CC2)cc1	0.1	55	-11.0%	-10.8%	i	19.0	-4.1	783	-4.6%	8.7%	-0.3%	5.5%
Cc1ccc(/C=C2/C(=O)c3ccc(C(=O)O)cc3C2=O)o1	/	/	11.1%	-38.5%	/	/	3.4	688	4.3%	/	0.6%	294µM*
CC(CNc1nc2ccc(Cl)cc2n2cnnc12)c1ccccc1 (centres undefined)	27.2	85	-0.4%	-13.5%	i	45.5	-1.2	838	-3.8%	-0.9%	0.0%	17.1%
COc1cccc(NC(=S)NCCCN2CCOCC2)c1	-1.4	38	6.8%	2.5%	i	28.9	19.1	687	3.0%	-8.1%	0.3%	7.7%
O=C(CCCN=C1NS(=O)(=O)c2ccccc21)OCC(=O)N1CCc2ccccc21	-0.9	93	7.8%	17.2%	i	41.9	/	/	-0.7%	1.6%	-0.2%	1.5%
Cn1cc(Cl)c(C(=O)Nc2cccc(Cl)c2Cl)n1	0.1	53	-3.9%	16.3%	i	28.6	8.9	648	-8.6%	-0.6%	-0.3%	8.8%
COc1ccccc1-c1cc(C(F)(F)F)nc(N2CCOCC2)n1	0.8	93	10.3%	-6.1%	i	24.0	/	/	-2.5%	9.9%	-0.1%	-0.6%
O=C(COc1ccc(Br)cc1)N/N=C1/SCC(=O)N1Cc1ccccc1	2.8	71	3.1%	-4.1%	i	48.0	2.3	800	6.8%	2.2%	1.0%	4.2%
CCOC(=O)N1CCC(Nc2c(NCCN3CCN(c4ccccc4F)CC3)c(=O)c2=O)CC1	-2.9	78	3.2%	-15.2%	i	38.6	/	/	-10.1%	3.4%	-0.2%	0.4%&11.2%
Cc1ccc(O)c(NC(=O)CSc2ccc(Cl)cc2)c1	0.9	44	-1.5%	-1.3%	i	49.8	21.6	695	7.0%	6.6%	-0.2%	-5.9%
Nc1ncccc1OCc1ccc(Cl)c(Cl)c1	2.0	47	-5.7%	-9.6%	i	47.9	21.3	710	-2.7%	7.9%	0.0%	8.9%
CCOc1ccc(-c2c(C#N)c(N)nc3c2c(=O)n(C)c(=O)n3C)cc1OC	-1.0	90	-4.6%	2.4%	i	16.7	6.6	767	-9.4%	-0.2%	-0.1%	6.2%
CCN(CC)C(=O)C1CCCN(Cc2sccc2C)C1 (centres undefined)	1.9	46	-4.5%	-2.2%	i	12.3	-3.1	664	-10.3%	13.1%	0.0%	17.2%
COc1cc(=O)[nH]c(SC(C)C(=O)Nc2nc3c(s2)CCCC3)n1 (centres undefined)	1.4	37	23.2%	15.1%	i	32.3	-2.6	733	-8.7%	5.5%	0.0%	4.5%
NC(=S)NNC(=O)c1cc(C(F)(F)F)cc(C(F)(F)F)c1	-0.9	49	-2.9%	-3.6%	i	16.2	-3.7	677	-5.8%	5.7%	1.6%	5.8%
O=C(CN1C(=O)c2ccccc2S1(=O)=O)c1ccc(F)cc1	1.2	51	2.2%	2.7%	i	55.2	-7.6	651	-2.1%	2.7%	-0.2%	5.7%

MgcRacGAP inhibition, what is marked active above.
canonical_smiles	GPR35 antagonists	T cell modulator	T cell modulator vesicle-bound %	LYP inhibition	Large T inhibition	MgcRacGAP inhibition
Cc1ccc(/C=C2/C(=O)c3ccc(C(=O)O)cc3C2=O)o1	-38.5%	/	/	4.3%	/	294µM*
